H1N1 NS1A inhibition = H1N1 influenza NS1A inhibitors, functional cell based assay (AID 504329). NS1A functional cell-based assay, percent inhibition; higher % means a stronger effect. inhibition, % at 12.5 µM, or IC50 in µM where a hit was titrated. 340,000 tested, 0.3% active; in the data active = a potency from the dose series; inconclusive = inhibition above about 27% without an active follow-up result; note: strong numbers were not always called active
M. tuberculosis = growth inhibition of non-replicating M. tuberculosis (AID 488890); 320,000 tested, 0.39% active; Mycobacterium tuberculosis non-replicating, growth inhibition; higher % means a stronger effect; inhibition, % at 25 µM; hits with a dose series show IC50 in µM; in the data active = a potency from the dose series; inconclusive = inhibition mostly from about 82% at the one dose, without a potency; inactive = the rest, 99 in 100 with inhibition below about 76%;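 note: plate controls were DMSO cells for no effect and high antibiotic wells for full effect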
M. tuberculosis HTS = M. tuberculosis growth inhibition, HTS (AID 449762) | M. tuberculosis H37Rv growth inhibition, 7H9 media; higher % means a stronger effect | one-dose inhibition, % at 25 µM; IC50 in µM for titrated hits | 330,000 tested, 0.59% active; in the data active = a potency from the dose series; inconclusive = inhibition above about 70% without an active follow-up result;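 note: bacterial growth assessed after seven days of incubation; strong numbers were not always called active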
VEEV TC-83 Vero = inhibitors of VEEV TC-83 cytopathic effect, confirmation, Vero cells (AID 588727). 350,000 tested, 0.13% active. one-dose inhibition, % at 20 µM; IC50 in µM for titrated hits. Vero cells, VEEV TC-83 cytopathic effect inhibition; higher % means a stronger effect; in the data active = a potency from the dose series; inconclusive = inhibition mostly from about 14% at the one dose, without a potency; inactive = the rest, 99 in 100 with inhibition below about 12%; note: strong numbers were not always called active
PhoP GFP inhibition = Inhibition of PhoP regulon, Salmonella typhi GFP reporter cells, confirmation, 4 h (AID 1850); 310,000 tested, 0.33% active; inhibition, % at 50 µM; hits with a dose series show IC50 in µM; Salmonella Typhi PhoP-promoter GFP reporter, fluorescence, 4 h; higher % means a stronger effect; in the data active = a potency from the dose series; inconclusive = inhibition mostly from about 25% at the one dose, without a potency; inactive = the rest, 99 in 100 with inhibition below about 19%;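 note: 0% = induced wells with vehicle and 100% = uninduced wells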
VEEV TC-83 Vero 10K pilot screen = also measured in VEEV TC-83 Vero; calls as there; inhibition, %; measured here: 10K pilot screen inhibition
Numbers without * were called inactive; i = inactive; u = inconclusive; x = no result given.

SMILES	H1N1 NS1A inhibition	M. tuberculosis	M. tuberculosis HTS	VEEV TC-83 Vero	PhoP GFP inhibition	others
CC(=O)Nc1ccc(NC(=O)CSc2nc3c([nH]c4ccccc43)c(=O)n2-c2ccccc2F)cc1	-6%	-3%	-8%	6.2%	-5%
CCC/C=N/NC(=O)c1cc(-c2ccccc2)nc2ccccc12	4%	-19%	-3%	0.3%	-1%
CC(C)N1CCN(c2ccc(O)cc2)CC1	-9%	27%	-8%	i	-2%
Cc1cccc(N2CCN(C(=O)CCCSc3nc4ccccc4[nH]3)CC2)c1C	1%	36%	u	i	-2%
O=C(N/C(=C/c1ccco1)C(=O)N1CCCCCC1)c1ccccc1	0%	0%	-7%	2.1%	3%
CCN(c1ccccc1)S(=O)(=O)c1ccc(OC)c(NC(=O)c2cc(Cl)ccn2)c1	-6%	x	x	1.0%	x
CCn1c(-c2ccccc2)ccc(C#N)c1=O	-11%	0%	-2%	3.3%	6%
Cc1ccc2[nH]c(=O)c(CN(Cc3ccccc3Cl)C(=O)N3CCOCC3)cc2c1	10%	40%	-1%	8.0%	-3%
O=C(CN1CCc2ccccc2C1)Nc1ccc(F)cc1F	-3%	41%	-4%	0.5%	7%
CCOC(=O)C(=Cc1ccc(F)cc1)C(=O)OCC	x	u	27%	x	-1%
C=CCn1cc(C(=O)OC)c(=O)c2cc(S(=O)(=O)N(CC)CC)ccc21	-8%	4%	1%	i	-15%
Cc1nc(-c2ccccn2)sc1C(=O)Nc1ccc(F)cc1F	-9%	-8%	1%	5.4%	-5%
Cc1nn(C(C)C(=O)Nc2ccccc2Cl)c(=O)c2nn(-c3ccccc3)c(C)c12 (stereo not drawn)	2%	-2%	0%	24%	0%
O=C(C1CCCN(S(=O)(=O)c2cccc3nonc23)C1)N1CCN(c2ccccc2)CC1 (stereo not drawn)	2%	20%	-6%	8.7%	-9%
O=C(COC(=O)CCC(=O)c1ccc(F)cc1)Nc1ccc2[nH]c(=O)[nH]c2c1	12%	1%	7%	i	0%
Oc1oc(-c2ccccc2)nc1C=NCc1ccncc1	14%	6%	9%	1.7%	5%
COC(=O)C1=C(C(=O)OC)[C@@H]2N(C)c3ccccc3[C@@]23C[C@@H](CO)N(C(=O)NCCBr)C3=N1	7%	10%	-10%	0.3%	11%
Cc1noc(NS(=O)(=O)c2ccc(NC(=O)CCCOc3ccc(Cl)cc3Cl)cc2)c1C	3%	31%	1%	0.3%	-2%
CCc1nnc(NC(=O)CSc2nnc(-c3cccnc3)n2CC)s1	1%	3%	1%	5.1%	8%	VEEV TC-83 Vero 10K pilot screen=0.6
CCc1ccc(/C=C2\SC(=S)N(CCCC(=O)Nc3nccs3)C2=O)cc1	-4%	-11%	4%	1.5%	-5%
CC1(C)C2CC[C@]3(C)C(CC=C4[C@@H]5C[C@@](C)(CO)CC[C@]5(C(=O)O)CC[C@]43C)[C@@]2(C)CC[C@@H]1O (stereo partly drawn)	x	3%	-3%	x	11%
COC(=O)C1CCN(CC(=O)NC(=O)Nc2ccccc2F)CC1	-1%	8%	-2%	5.0%	x
O=C(NC(=S)NNC(=O)[C@H]1C[C@@H]1c1ccccc1)c1cccc(F)c1	-19%	6.7µM*	u	3.1%	13%
CCOC(=O)C1CCCN(C(=O)c2ccc(Cl)c(S(=O)(=O)N3CCCCC3)c2)C1 (stereo not drawn)	-2%	5%	-3%	i	-7%
COC(=O)/C(=C/c1cccnc1)NC(=O)c1ccccc1	11%	23%	-2%	0.1%	0%
SMILES	H1N1 NS1A inhibition	M. tuberculosis	M. tuberculosis HTS	VEEV TC-83 Vero	PhoP GFP inhibition	others
COC(C[C@H](O)C[C@@H](O)COCc1ccccc1)OC	6%	x	x	i	x
Clc1ccc(Cc2nnc(-c3cccs3)o2)cc1	-5%	<0.1µM*	10%	i	-6%
Cc1nn(S(=O)(=O)c2ccc(Cl)cc2)c(C)c1S(=O)(=O)N1CCOCC1	9%	0%	-1%	1.1%	3%
COc1ccc(C(=O)Nc2nc3nc(-c4ccccc4)cc(=O)n3[nH]2)cc1	-16%	x	x	i	x
O=C(NCC1COc2ccccc2O1)c1ccco1 (stereo not drawn)	5%	22%	2%	0.0%	-6%
O=C(COC(=O)c1ccc([N+](=O)[O-])s1)NCc1ccccc1	-6%	u	40%	0.2%	-2%
O=C(Nc1cccc(-c2ccc(N3CCOCC3)nn2)c1)c1ccc(Cl)cc1	-12%	-26%	-2%	8.0%	3%
CCCCN(C(=O)CCCc1nc2ccccc2c(=O)[nH]1)c1c(N)n(CC(C)C)c(=O)[nH]c1=O	-1%	-9%	-3%	i	x
Cc1ccc(S(=O)(=O)Nc2ccc3c(c2)C(=O)N([C@H](C)CO)C[C@H](C)[C@@H](CN(C)C(=O)Nc2ccc(C(F)(F)F)cc2)O3)cc1	-4%	46%	6%	0.2%	x
Cc1ccc(C)c(Oc2cc(NC(=O)CCCn3nc(C)c([N+](=O)[O-])c3C)cc([N+](=O)[O-])c2)c1	8%	15%	-1%	5.6%	6%
O=C(NNC(=O)c1ccc[nH]1)c1cc(Cl)cc(Cl)c1	-9%	6%	-3%	6.3%	-10%
O=C(c1ccc2ccccc2n1)N1CCN(c2ccccc2Cl)CC1	-2%	6%	34%	i	-4%
N#CC1=C(N)Oc2n[nH]c(-c3ccccc3)c2C1c1ccncc1 (stereo not drawn)	-9%	13%	4%	1.4%	-3%
O=C(CCc1ccccc1)Nc1c(F)cccc1F	-6%	14%	-1%	2.6%	12%
Cc1cccc(NC(=O)Cn2nnc(C(=O)Nc3ccc(F)c(Cl)c3)c2N)c1	3%	-9%	0%	1.4%	-3%
CCS(=O)(=O)c1nn2c(N)c(/C=C3/C=CC(=O)C(OC)=C3)c(=O)nc2s1	-4%	-1%	-5%	3.1%	19%
Cc1ccc(C2(C)NC(=O)N(CC(=O)Nc3cc(S(=O)(=O)N4CCCCC4)ccc3OC(C)C)C2=O)cc1 (stereo not drawn)	-15%	52%	32%	8.5%	0%
C=CCN1C(=O)S/C(=C/c2ccc(Sc3nc4ccccc4[nH]3)o2)C1=O	-1%	34%	-3%	1.9%	-4%
O=C(CN1CCN(c2ccc(F)cc2)CC1)NCc1ccc(F)cc1	-8%	15%	-2%	0.9%	-7%
CC1=CC(C)C2C(=O)N(c3ccccc3)NC(=O)C2C1 (stereo not drawn)	3%	-4%	-10%	0.3%	-3%
O=C(Nc1ccc(CN2CCCCC2)cc1)Nc1ccc(Br)cc1Cl	6%	78%	3%	1.1%	5%
CC(C)(C)S(=O)N1Cc2cc(CO)ccc2[C@@H]1CCO (stereo partly drawn)	-13%	x	x	i	x
Cc1ccc(-c2ccc(C(=O)Nc3ccccc3)o2)c2ccccc12	-8%	63%	60%	0.7%	1%
CCn1ncc(C2=NOC(C(=O)NCCc3ccccc3)C2)c1C (stereo not drawn)	-22%	1%	-8%	i	9%	VEEV TC-83 Vero 10K pilot screen=1.1
O=C(Nc1ccc2oc(-c3ccncc3)nc2c1)c1ccco1	10%	-5%	3%	1.5%	-2%

Looked up by structure from the list above, 7 records:
SMILES	H1N1 NS1A inhibition	M. tuberculosis	M. tuberculosis HTS	VEEV TC-83 Vero	PhoP GFP inhibition	others
COc1ccc(C(=O)Nc2nc3nc(-c4ccccc4)cc(=O)n3[nH]2)cc1	-16%	x	x	i	x
CCn1ncc(C2=NOC(C(=O)NCCc3ccccc3)C2)c1C (stereo not drawn)	-22%	1%	-8%	i	9%	VEEV TC-83 Vero 10K pilot screen=1.1
O=C(c1ccc2ccccc2n1)N1CCN(c2ccccc2Cl)CC1	-2%	6%	34%	i	-4%
Cc1ccc(S(=O)(=O)Nc2ccc3c(c2)C(=O)N([C@H](C)CO)C[C@H](C)[C@@H](CN(C)C(=O)Nc2ccc(C(F)(F)F)cc2)O3)cc1	-4%	46%	6%	0.2%	x
O=C(CCc1ccccc1)Nc1c(F)cccc1F	-6%	14%	-1%	2.6%	12%
CC(C)(C)S(=O)N1Cc2cc(CO)ccc2[C@@H]1CCO (stereo partly drawn)	-13%	x	x	i	x
O=C(COC(=O)c1ccc([N+](=O)[O-])s1)NCc1ccccc1	-6%	u	40%	0.2%	-2%

Other records:
SMILES	H1N1 NS1A inhibition	M. tuberculosis	M. tuberculosis HTS	VEEV TC-83 Vero	PhoP GFP inhibition	others
O=Nc1ccc(NOC(=O)c2ccccc2Br)cc1	-9%	u	u	2.1%	5%
Cc1[nH]c(=S)c(C#N)c(C)c1CC(=O)c1ccc(Br)cc1	-1%	-10%	5%	2.8%	-2%
Cc1ccc(/C=N/NC(=O)c2ccncc2)s1	-18%	1.4µM*	u	0.5%	-4%
Cc1ccc(NC(=S)Nc2ccc(OC(F)F)c(Cl)c2)cc1F	16%	u	u	1.0%	13%
COc1cccc(CN2CCN(Cc3ccccc3C(F)(F)F)CC2)c1	-5%	30%	-7%	i	0%
O=C(Nc1ccccc1)OCc1cc(-c2ccc(Cl)cc2)on1	-18%	-2%	-3%	1.5%	4%
CC(C)(C)/C=N/NC(=O)CNC(=O)c1ccc2c(c1)OCCO2	-3%	0%	4%	0.4%	-9%
Oc1ccc2ccccc2c1/C=N/n1cnnc1	4%	-11%	-5%	i	-3%
COc1ccc(Br)cc1CN(C)CC(=O)NCCc1ccc(S(N)(=O)=O)cc1	11%	1%	0%	0.6%	-2%
COc1ccc(NC2=NCC(Cc3ccc(Br)cc3)S2)cc1 (stereo not drawn)	-6%	u	u	i	1%
O=C(NC1CCN(S(=O)(=O)c2ccc(Cl)cc2)CC1)C1CCCCC1	-4%	-4%	0%	i	-25%
COc1ccc(C2SCCN2S(=O)(=O)c2ccc(F)cc2)cc1OC (stereo not drawn)	-3%	-4%	-6%	0.4%	-6%
Cc1ccc(C2C3=C(CC(C)(C)CC3=O)Nc3[nH]c(=S)[nH]c(=O)c32)cc1 (stereo not drawn)	-4%	-3%	-3%	1.8%	-11%
COc1ccccc1NC(=O)Cn1c([N+](=O)[O-])cnc1C	-6%	-4%	1%	0.6%	6%
CCCOc1c(Br)cc(C2C3=C(CCCC3=O)N(C)C3=C2C(=O)CCC3)cc1OC	-8%	11%	-7%	0.0%	0%
COc1ccc(S(=O)(=O)NCCC(=O)N2CCCC2)cc1N(C)S(C)(=O)=O	1%	-15%	0%	0.6%	9%
CCOC(=O)CSc1nc(NCc2ccco2)c2ccccc2n1	5%	57%	0%	i	-2%
O=[N+]([O-])c1cc(/C=N/N2CCN(C3c4ccccc4-c4ccccc43)CC2)ccc1Cl	5%	34%	18%	3.4%	0%
CN(CC(=O)Nc1cccc(F)c1)C(=O)c1ccccc1Sc1ccccc1C#N	-4%	31%	-11%	8.5%	x
COc1ccc(S(=O)(=O)Nc2ccc(S(=O)(=O)Nc3nccs3)cc2)cc1	9%	29%	3%	i	-17%
C[n+]1ccccc1/C=C1\Sc2ccccc2N1CCO	4%	20%	1%	i	0%
CC(C)=CC(=O)Nc1nnc(-c2cccnc2)s1	-9%	-34%	0%	0.3%	-6%
Cc1cc(Br)ccc1NC(=O)CCS(=O)(=O)c1cccc2nonc12	6%	7%	0%	1.9%	-30%
Oc1ccc2ccc3cccc[n+]3c2c1	4%	12%	0%	i	-44%
O=C(Nc1cccc([N+](=O)[O-])c1)C1COc2ccccc2O1 (stereo not drawn)	-4%	i	4%	0.3%	-5%
SMILES	H1N1 NS1A inhibition	M. tuberculosis	M. tuberculosis HTS	VEEV TC-83 Vero	PhoP GFP inhibition	others
COc1ccc(NC(=O)C=C(C)C)cc1Cl	-2%	6%	-1%	i	2%
CN(C)c1ccc(CNC(=O)CCc2ccc(S(=O)(=O)N3CCCCCC3)cc2)cc1	3%	x	x	1.3%	x
CCCOc1ccc(C(=O)c2ccccc2C(=O)OC2CCOC2=O)cc1OCCC (stereo not drawn)	-7%	-2%	-20%	1.1%	x
CC/C(=C(/CC)c1ccc(O)cc1)c1ccc(O)cc1	3%	13%	2%	5.5%	-14%
Cc1cc(=O)oc2c(C)c(OC(C)C(=O)NCCCn3ccnc3)ccc12 (stereo not drawn)	12%	13%	5%	i	8%
COc1ccc(OC)c(-n2c(C)nc3cc(C(=O)O)ccc32)c1	-13%	3%	-8%	1.3%	7%
NC(=O)CSc1nnc(-c2ccc(O)cc2)n1Cc1ccco1	-5%	-8%	-10%	1.1%	-14%
Cc1cc(C)n2nc(C(=O)Nc3ccc(S(=O)(=O)N(C)C)cc3)nc2n1	8%	-8%	-4%	1.0%	-10%
Cc1c(CCC(C)C)c(=O)n2c([nH]c3ccccc32)c1C#N	11%	14%	0%	2.5%	0%
O=C(CCn1cnc2ccccc2c1=O)Nc1cccc(Cl)c1Cl	2%	-8%	5%	1.6%	-8%
CCC(=O)N1CCc2cc(S(=O)(=O)NCCC(=O)NCc3ccc(F)cc3)ccc21	-11%	8%	-4%	1.3%	6%
